# High-throughput results deposited in PubChem by several laboratories.
# PostGolgi ctrl – growth inhibition of yeast control strain, primary screen, counter-screen for post-Golgi transport modulator project; AID 738, 2007; efflux-deficient yeast background strain, growth absorbance A615, 16 h; inhibition, % at 10 µM; actives 5% (n = 98,000)
# sEH act – soluble epoxide hydrolase activators, primary screen, biochemical, human sEH; Bifunctional epoxide hydrolase 2 (Homo sapiens), P34913; AID 717, 2007; purified human sEH enzymatic activity, activator screen; actives 0.04% (n = 91,000); activation, % at 2 µM; in the data active means activation above about 37%; further: values of inactives mirror those of a sister screen read the other way
# Target sequence (P34913 whole entry, looked up): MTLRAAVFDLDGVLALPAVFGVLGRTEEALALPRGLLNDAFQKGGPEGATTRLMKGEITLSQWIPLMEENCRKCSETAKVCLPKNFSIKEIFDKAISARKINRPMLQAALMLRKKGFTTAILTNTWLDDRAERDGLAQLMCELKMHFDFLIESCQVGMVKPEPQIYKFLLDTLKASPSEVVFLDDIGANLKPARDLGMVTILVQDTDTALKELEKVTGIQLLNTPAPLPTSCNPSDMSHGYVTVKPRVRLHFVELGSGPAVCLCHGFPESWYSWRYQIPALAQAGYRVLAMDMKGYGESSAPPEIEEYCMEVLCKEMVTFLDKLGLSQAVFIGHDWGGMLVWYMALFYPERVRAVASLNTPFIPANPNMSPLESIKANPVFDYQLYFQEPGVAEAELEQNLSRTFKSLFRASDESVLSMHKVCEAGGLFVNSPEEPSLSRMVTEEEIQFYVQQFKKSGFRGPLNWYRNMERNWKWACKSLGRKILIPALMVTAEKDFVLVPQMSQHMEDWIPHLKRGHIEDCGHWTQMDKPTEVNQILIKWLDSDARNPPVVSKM
# CYP2C19 inhib – blockers of cytochrome P450 2C19 activity – biochemical, luminescence, ADME assay, primary screen | P33261 | CYP2C19 Supersomes, luciferin-H EGE luminescence, 30 min | inhibition, % at 5 µM | actives 21% (n = 96,000) | AID 778, 2007;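 active means CYP2C19 inhibition above a set limit at 5 µM in the primary screen, cut at about 50% in these data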;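 further: plate controls were negative control wells for no effect and 2.5 mM tranylcypromine positive control for full effect; values of inactives mirror those of a sister screen read the other way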
# Target sequence (P33261 whole entry, looked up): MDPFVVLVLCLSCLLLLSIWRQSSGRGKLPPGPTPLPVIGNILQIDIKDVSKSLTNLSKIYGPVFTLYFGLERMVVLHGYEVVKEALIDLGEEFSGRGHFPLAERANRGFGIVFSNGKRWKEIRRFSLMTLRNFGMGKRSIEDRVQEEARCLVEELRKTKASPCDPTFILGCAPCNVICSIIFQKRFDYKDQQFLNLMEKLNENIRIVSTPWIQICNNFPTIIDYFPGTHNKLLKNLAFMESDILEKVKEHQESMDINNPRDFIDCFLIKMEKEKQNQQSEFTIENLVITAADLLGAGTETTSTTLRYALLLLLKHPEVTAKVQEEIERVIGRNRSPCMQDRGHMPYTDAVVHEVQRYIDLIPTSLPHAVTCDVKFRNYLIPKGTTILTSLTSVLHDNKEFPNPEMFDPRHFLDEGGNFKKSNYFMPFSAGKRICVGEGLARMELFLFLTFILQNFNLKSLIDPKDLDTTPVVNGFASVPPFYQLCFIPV
# S1P2 blocker – human S1P2 receptor antagonists, primary screen, cell-based | Sphingosine 1-phosphate receptor 2 (Homo sapiens), O95136 | cell-based S1P2 antagonist assay, inhibition at 5 uM | inhibition, % at 5 µM | actives 0.21% (n = 97,000); in the data active means inhibition above about 45%;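 further: CRE beta-lactamase reporter cells expressing human S1P2 stimulated with S1P; 0% = agonist at EC80 alone and 100% = agonist plus reference antagonist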
# DAT uptake mod – changed hDAT dopamine uptake under cocaine IC80, either direction, primary screen, cocaine antagonist project, cell-based, LLC-PK1 hDAT, [14C]-dopamine uptake, MLSMR. Sodium-dependent dopamine transporter (Homo sapiens), Q01959. LLC-PK1 hDAT cells, [14C]-dopamine uptake with cocaine IC80; actives deviate in either direction. B-score at 10 µM. actives 1.3% (n = 110,000);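 active means Z score or B-score, a plate-position-corrected score, falls beyond the plate's 99.7% confidence bounds, in either direction; inactive means both scores lie inside the 99.7% bounds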;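 further: scored against the spread of the other compound wells on the same plate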
# sEH inh – soluble epoxide hydrolase inhibitors, primary screen, biochemical, human sEH | actives 0.34% (n = 91,000) | recombinant human sEH enzymatic activity assay | AID 707, 2007 | inhibition, % at 2 µM; in the data active means inhibition above about 80%; further: values of inactives mirror those of a sister screen read the other way; many of its hits are not listed in these tables
# PostGolgi yeast – phenotypic screen on post-Golgi transport, primary screen; actives 0.9% (n = 98,000); post-Golgi transport phenotypic cell assay; inhibition, % at 10 µM;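 further: yeast cells grown in 1536-well plates; yeast grown about 18 h at 30C before absorbance read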
# S1P2 ag – S1P2 receptor agonists, primary screen, cell-based | S1P2-expressing cell line, agonist reporter read-out | activation, % at 4.5 µM | actives 0.46% (n = 97,000); in the data active means activation above about 16%;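 further: 0% = vehicle low control and 100% = maximal reference agonist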
# CYP2C19 act – human CYP2C19 activators, primary screen, biochemical, luminescence; Cytochrome P450 2C19 (Homo sapiens), P33261; recombinant CYP2C19, luciferin-H EGE luminescence; active compounds read high; 0 = fully inhibited enzyme, 1 = untreated enzyme; activation factor at 5 µM; 96,000 tested, under 10 active;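 active means activation factor of at least 2 at 5 µM in the primary screen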;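 further: 0 = wells with 2.5 mM tranylcypromine and 1 = vehicle-only wells; values of inactives mirror those of a sister screen read the other way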
# Active calls of the source: *; x = not tested or not shown. Unless noted, no stated cut-off is given here; in the data, active means inhibition above about 30%; inactive means the rest.
SMILES,PostGolgi ctrl,sEH act,CYP2C19 inhib,S1P2 blocker,DAT uptake mod,sEH inh,PostGolgi yeast,S1P2 ag,CYP2C19 act
Cc1ccc(/C=N/c2sc3c(c2C#N)CCC3)o1,19,1,4,-111,0.026,2,-8,-2,1
CN1C(=O)CSc2ccc(NC(=O)Nc3ccccn3)cc21,7,0,0,51*,0.44,1,0,-12,1
Cc1ccc(-c2csc(NC(=O)CSC3=NCCS3)n2)cc1,x,-9,x,-25,0.51,9,x,-4,x
CCCCn1c(SCC(=O)Nc2cc(C)on2)nnc1-c1cccnc1,4,-4,-4,-2,0.12,8,15,-4,1
CCOc1ccc(C2OC(=O)Cc3cc(OC)c(OC)cc32)cc1 (centres undefined),1,1,35,7,0.48,2,3,-4,0.6
O=C(Nc1ccccc1)c1cccc(N2CCCC2=O)c1,5,-13,39,-2,0.74,12,1,-11,0.6
CCCc1oc(C(=O)O)cc1CN1CCCC1,7,-3,6,-31,-0.029,4,-2,4,0.9
CC(=O)c1cccc(NC(=O)c2cccc(S(=O)(=O)N(C)C)c2)c1,-1,-25,0,2,-0.38,27,-9,-1,1
Cc1ccccc1NC(=O)C1CCC(C)(C(=O)O)C1(C)C (centres undefined),1,-2,-23,-1,-0.81,4,-4,-6,1.2
OC(CN1CCOCC1)C12CC3CC(CC(C3)C1)C2 (centres undefined),0,6,-2,14,-3.1,-4,-3,-4,1
CCOc1ccc(OCc2cccc(C(=O)O)c2)cc1,1,x,100*,x,-0.33,x,0,x,0
O=S(=O)(c1cccc2nsnc12)N1CCCC1,3,x,x,17,-0.78,x,2,-1,x
Cc1ccc(S(=O)(=O)N2CCC(C(=O)OC(C)C(=O)NCc3ccc4c(c3)OCO4)CC2)cc1 (centres undefined),2,5,73*,-1,-0.39,-6,0,-4,0.3
CCc1c(C(=O)c2ccc(Cl)cc2)oc2c(C)c3oc(=O)cc(C)c3cc12,-6,-4,13,-2,0.54,9,-3,-8,0.9
CC(=O)Nc1ccc(OCC(O)CN2CCN(c3ccc(Cl)cc3)CC2)cc1 (centres undefined),x,-2,x,-3,0.38,4,x,-2,x
CC(=O)Nc1ccc(S(=O)(=O)NC2=NCN(CCOC(=O)c3ccccc3)CN2)cc1,10,6,8,12,-0.0031,-7,-5,-1,0.9
O=C(Nc1ccccc1OC(F)F)c1ccc(F)cc1,0,11,15,-8,-1.3,-11,2,-4,0.9
Fc1ccc(-n2nnnc2-c2cnc(-c3cccs3)nc2C(F)(F)F)cc1,46*,-5,34,76*,-0.084,5,1,-11,0.7
CC(C)Oc1ccc(/C=N/NC(=O)C2CCCN2S(=O)(=O)c2ccc(Cl)cc2)cc1 (centres undefined),6,1,37,-11,0.64,1,-4,-8,0.6
Cc1ccc(-c2cnn(-c3cccc([N+](=O)[O-])c3)c2N)cc1,4,14,38,6,0.51,-11,-4,-6,0.6
Cc1cc(C)cc(OCC(=O)OCC(=O)NCc2ccco2)c1,4,7,34,-1,-0.22,-4,4,1,0.7
CCCC(=O)n1nc(-c2ccco2)nc1SCc1ccccc1,18,x,5,x,-1.2,x,-4,x,0.9
O=C1NCCCC1C(=O)NCCNC(=O)C(F)(F)F (centres undefined),-9,1,-14,-9,1.2,-1,-7,-6,1.1
CC(C)CC(=O)Nc1ccc(C(=O)NNC(=S)NC(=O)C2CCCCC2)cc1,-4,-14,-2,-4,0.069,17,-1,-4,1
COc1ccc(OC)c(NC(=O)Cc2coc3ccc(C)cc23)c1,12,1,53*,-22,-0.95,-1,-2,0,0.5
COc1c2c(nc3occc13)C(CCC(C)(C)O)(OC)C(O)CC2 (centres undefined),30*,11,56*,4,-0.011,-11,23,-4,0.4
CC(C)NCCOCCOc1ccccc1F,-1,0,-7,-7,x,1,10,-6,1.1
c1cc2c(cc1C1CCCN1)OCCCO2 (centres undefined),14,7,0,-3,-0.53,-6,8,-5,1
CCCCNC(=O)c1nnn(-c2ccccc2)c1N,-1,-13,x,-5,-0.3,13,1,-3,x
COc1ccc(Cn2c(C)c(C)c(C#N)c2NC(=O)Nc2ccccc2)cc1,-2,-9,-1,4,-0.17,10,0,-5,1
COc1ccc(Nc2ncc3c(n2)CC(c2ccc(OC)cc2)CC3=O)cc1 (centres undefined),12,5,6,-10,1,-3,-9,-3,0.9
O=Cc1c(N2CCN(c3cccc(Cl)c3)CC2)nc2ccccn2c1=O,20,-3,99*,-3,0.36,1,6,-5,0
CCNC(=O)CC1C(=O)N(C)C(=S)N1NC(=O)c1ccc(Cl)cc1 (centres undefined),3,9,3,11,-0.27,-9,-6,-2,1
O=C(c1ccccc1)c1cc(-c2ccccn2)c(N2CCOCC2)s1,18,10,14,-3,1.1,-11,-5,3,0.9
COc1cc(C(=S)N2CCCCC2)ccc1O,-8,-15,36,16,-0.75,13,-9,-9,0.6
O=C(Nc1ccc2nc(-c3cccnc3)[nH]c2c1)C1CCCCC1,x,-12,x,-12,0.71,14,x,1,x
Cc1sc(NC(=O)c2ccco2)c(CN2CCN(c3ccc(F)cc3)CC2)c1C,4,32,55*,-11,-0.071,-30,5,-6,0.5
O=C(Nc1ccc(N2CCCC2)cc1)C(Cl)c1ccccc1 (centres undefined),21,-8,-3,-5,0.011,10,-1,-4,1
COc1cccc(NC(=O)CSc2nc3ccccc3c(=O)n2CCCC(=O)N2CCCC2)c1,10,-4,72*,19,1.1,4,-3,-3,0.3
CCc1ccc2[nH]c(=O)c(CN(CCCN3CCOCC3)C(=O)Nc3cccc(Cl)c3)cc2c1,2,6,32,2,3.3*,-9,23,-4,0.7
COC(=O)c1c(C)[nH]c(C(=O)COC(=O)Cc2ccc3c(c2)OCCO3)c1C,8,-2,20,-3,0.35,1,-12,-4,0.8
Cc1ccccc1Cn1cccc1/C=C1/C(=N)N2C=CSC2=NC1=O,7,-2,46,-6,-0.0048,2,7,-4,0.5
Cc1cc(C)n(CC(O)Cn2c(C)c(C)c3ccccc32)n1 (centres undefined),0,-7,32,2,0.041,7,-3,-3,0.7
CCCCn1c(NC(=O)C2CCCCC2)nc2ccccc21,9,-4,18,-8,0.02,8,-1,-4,0.8
COc1ccc(-c2nc(-c3ccccc3OC)no2)cc1OC,11,-11,61*,-8,0.27,10,-10,-2,0.4
Cc1sc(-n2c(C)cc(C=O)c2C)c(C(=O)O)c1C,1,12,-8,1,-1.6,-15,0,-3,1.1
CCOC(=O)CSc1nnc(C)n1N,5,12,3,-4,0.063,-12,-7,0,1
CCn1cc(C2=NOC(C(=O)Nc3c(C)nn(Cc4ccc(F)cc4)c3C)C2)c(C)n1 (centres undefined),3,x,-16,x,0.47,x,-2,x,1.2
Cn1c(COc2nnc(-c3ccc(Cl)cc3)c3ccccc23)nc2ccccc21,-2,-3,8,-1,x,5,2,-3,0.9
CCCS(=O)(=O)N1CCN(C(=O)CCC2CCCC2)CC1,6,-7,24,-2,-0.17,10,-3,1,0.8
# Following part:
SMILES,PostGolgi ctrl,sEH act,CYP2C19 inhib,S1P2 blocker,DAT uptake mod,sEH inh,PostGolgi yeast,S1P2 ag,CYP2C19 act
CCOC(=O)N1CCC(NCCNC(=O)c2cccs2)CC1,-12,1,4,-2,-0.25,2,2,-7,1
C=CCn1c(NC(=O)c2ccc(Br)o2)c(C(=O)OCC)sc1=S,2,-4,25,-1,-1.7,4,4,-2,0.7
Cc1ccccc1OCc1nnc2c3cnn(C)c3ncn12,34*,x,41,x,0.93,x,-9,x,0.6
Cc1nc2cncc(Br)c2n1C,4,4,-4,21,-0.36,-7,4,-7,1
O=C(c1ccc(F)cc1)C1CCN(C(=O)c2ccncc2)CC1,4,1,98*,21,-0.01,-1,21,-8,0
CC(C)(C)OC(=O)N1CCC(C(=O)N2CCC[C@H]2C(=O)O)CC1,6,12,-2,36,-0.066,-11,6,-4,1
CC(=O)c1ccc(OCC(O)CN2CCN(Cc3ccccc3)CC2)cc1 (centres undefined),4,x,-12,1,-0.04,x,-5,-4,1.1
Cc1cc(SCCOc2ccc(Br)cc2)nc(N)n1,17,3,32,-4,0.41,-8,-2,-2,0.7
c1coc(Cn2c(SCc3nc4ccccc4[nH]3)nnc2-c2cccs2)c1,9,12,98*,-19,0.85,-10,7,14,0
O=C1c2ccncc2C(=O)N1CO,2,-4,-13,-2,-0.11,4,5,-1,1.1

# Taken from above.
# For PostGolgi yeast, c1coc(Cn2c(SCc3nc4ccccc4[nH]3)nnc2-c2cccs2)c1 shows 7
# For PostGolgi ctrl, CC(=O)c1ccc(OCC(O)CN2CCN(Cc3ccccc3)CC2)cc1 (centres undefined) shows 4
# For PostGolgi yeast, CC(C)(C)OC(=O)N1CCC(C(=O)N2CCC[C@H]2C(=O)O)CC1 shows 6
# For DAT uptake mod, CCOC(=O)N1CCC(NCCNC(=O)c2cccs2)CC1 shows -0.25

# Next section:
SMILES,PostGolgi ctrl,sEH act,CYP2C19 inhib,S1P2 blocker,DAT uptake mod,sEH inh,PostGolgi yeast,S1P2 ag,CYP2C19 act
Cc1cc2nc(N)sc2cc1[N+](=O)[O-],9,20,-3,-15,-0.49,-20,-10,-5,1
Cc1cc(C)cc(NC(=O)CN2CCCN(S(=O)(=O)c3ccc(Br)s3)CC2)c1,42*,-1,31,-10,-0.72,0,1,-2,0.7
COc1cccc(N=Cc2c(O)n(-c3cccc(C)n3)c(=O)c3ccccc23)c1,17,-4,66*,15,2.6,5,1,-3,0.3
O=C(Nc1nnc(C2CC2)s1)c1cccc(S(=O)(=O)N2CCc3ccccc32)c1,2,-6,23,-7,1.1,5,-6,3,0.8
c1cnc(NC2C3CC4CC(C3)CC2C4)nc1 (centres undefined),3,x,26,x,0.62,x,0,x,0.7
COC(=O)c1[nH]c2cc(OC)ccc2c1NC(=O)c1nonc1C,-1,16,-2,-30,1.6,-13,20,-2,1
COC(=O)c1ccc(CSc2nnc3ccccn23)o1,2,-5,52*,15,0.0072,4,2,-2,0.5
O=C(OCc1cc2ccccc2[nH]c1=O)C1CCCO1 (centres undefined),8,2,3,5,-1.2,-3,0,-9,1
CCOC(=O)Cn1c(C)cc(=O)c2ccccc21,4,x,4,1,-1.1,x,-6,-4,1
CCc1ccccc1N(C(=O)Cn1nnc2ccccc21)C(C(=O)NCCOC)c1ccco1 (centres undefined),2,14,61*,-8,-0.26,-14,1,-6,0.4
Cc1ccc(-c2noc(CNCCCN(C)C)n2)cc1,4,3,10,14,-1.1,-2,-5,1,0.9
CCCCN(CCCC)C(=O)CN(C)S(=O)(=O)c1ccc2c(c1)n(C)c(=O)c(=O)n2C,-3,4,x,1,0.54,-4,3,-2,x
CCOc1ccc(NC(=O)N2CCN(c3nc4ccccc4s3)CC2)cc1,9,-28,14,39,x,27,13,-3,0.9
CCc1cc2c(-n3nc(C)cc3C)ncnc2s1,x,-3,x,-23,-0.29,3,x,-1,x
C[C@H](Nc1ncnc2sc3c(c12)CCC3)C(=O)O,19,16,-1,-9,x,-13,3,-5,1
O=C(Nc1ccccc1)Nc1ccc(C(=O)N2CCOCC2)cc1,-5,-36,44,13,1.2,37,4,1,0.6

# Just S1P2 blocker, sEH act and PostGolgi yeast, for some of the entries so far:
Compound | S1P2 blocker | sEH act | PostGolgi yeast
CCOc1ccc(NC(=O)N2CCN(c3nc4ccccc4s3)CC2)cc1 | 39 | -28 | 13
CCc1cc2c(-n3nc(C)cc3C)ncnc2s1 | -23 | -3 | x
C[C@H](Nc1ncnc2sc3c(c12)CCC3)C(=O)O | -9 | 16 | 3

# DAT uptake mod: what is marked active above.
canonical_smiles | sEH act | CYP2C19 inhib | S1P2 blocker | DAT uptake mod | sEH inh | PostGolgi yeast | S1P2 ag | CYP2C19 act
CCc1ccc2[nH]c(=O)c(CN(CCCN3CCOCC3)C(=O)Nc3cccc(Cl)c3)cc2c1 | 6 | 32 | 2 | 3.3* | -9 | 23 | -4 | 0.7
